Cav3 T inh: Cav3.2 calcium influx blockers – cell-based, Fluo-4 calcium fluorescence, FDSS, MLSMR library, primary screen | B-score at 10 µM | Voltage-dependent T-type calcium channel subunit alpha-1H (Homo sapiens), O95180 | Cav3.2-expressing cells; active compounds read low | AID 449739, 2010 | hit rate 4% among 100,000;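 active means single-dose well whose peak fluorescence ratio is a statistical outlier from its plate by either plate-standardised score or position-corrected B-score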
Target sequence (O95180 whole entry, looked up): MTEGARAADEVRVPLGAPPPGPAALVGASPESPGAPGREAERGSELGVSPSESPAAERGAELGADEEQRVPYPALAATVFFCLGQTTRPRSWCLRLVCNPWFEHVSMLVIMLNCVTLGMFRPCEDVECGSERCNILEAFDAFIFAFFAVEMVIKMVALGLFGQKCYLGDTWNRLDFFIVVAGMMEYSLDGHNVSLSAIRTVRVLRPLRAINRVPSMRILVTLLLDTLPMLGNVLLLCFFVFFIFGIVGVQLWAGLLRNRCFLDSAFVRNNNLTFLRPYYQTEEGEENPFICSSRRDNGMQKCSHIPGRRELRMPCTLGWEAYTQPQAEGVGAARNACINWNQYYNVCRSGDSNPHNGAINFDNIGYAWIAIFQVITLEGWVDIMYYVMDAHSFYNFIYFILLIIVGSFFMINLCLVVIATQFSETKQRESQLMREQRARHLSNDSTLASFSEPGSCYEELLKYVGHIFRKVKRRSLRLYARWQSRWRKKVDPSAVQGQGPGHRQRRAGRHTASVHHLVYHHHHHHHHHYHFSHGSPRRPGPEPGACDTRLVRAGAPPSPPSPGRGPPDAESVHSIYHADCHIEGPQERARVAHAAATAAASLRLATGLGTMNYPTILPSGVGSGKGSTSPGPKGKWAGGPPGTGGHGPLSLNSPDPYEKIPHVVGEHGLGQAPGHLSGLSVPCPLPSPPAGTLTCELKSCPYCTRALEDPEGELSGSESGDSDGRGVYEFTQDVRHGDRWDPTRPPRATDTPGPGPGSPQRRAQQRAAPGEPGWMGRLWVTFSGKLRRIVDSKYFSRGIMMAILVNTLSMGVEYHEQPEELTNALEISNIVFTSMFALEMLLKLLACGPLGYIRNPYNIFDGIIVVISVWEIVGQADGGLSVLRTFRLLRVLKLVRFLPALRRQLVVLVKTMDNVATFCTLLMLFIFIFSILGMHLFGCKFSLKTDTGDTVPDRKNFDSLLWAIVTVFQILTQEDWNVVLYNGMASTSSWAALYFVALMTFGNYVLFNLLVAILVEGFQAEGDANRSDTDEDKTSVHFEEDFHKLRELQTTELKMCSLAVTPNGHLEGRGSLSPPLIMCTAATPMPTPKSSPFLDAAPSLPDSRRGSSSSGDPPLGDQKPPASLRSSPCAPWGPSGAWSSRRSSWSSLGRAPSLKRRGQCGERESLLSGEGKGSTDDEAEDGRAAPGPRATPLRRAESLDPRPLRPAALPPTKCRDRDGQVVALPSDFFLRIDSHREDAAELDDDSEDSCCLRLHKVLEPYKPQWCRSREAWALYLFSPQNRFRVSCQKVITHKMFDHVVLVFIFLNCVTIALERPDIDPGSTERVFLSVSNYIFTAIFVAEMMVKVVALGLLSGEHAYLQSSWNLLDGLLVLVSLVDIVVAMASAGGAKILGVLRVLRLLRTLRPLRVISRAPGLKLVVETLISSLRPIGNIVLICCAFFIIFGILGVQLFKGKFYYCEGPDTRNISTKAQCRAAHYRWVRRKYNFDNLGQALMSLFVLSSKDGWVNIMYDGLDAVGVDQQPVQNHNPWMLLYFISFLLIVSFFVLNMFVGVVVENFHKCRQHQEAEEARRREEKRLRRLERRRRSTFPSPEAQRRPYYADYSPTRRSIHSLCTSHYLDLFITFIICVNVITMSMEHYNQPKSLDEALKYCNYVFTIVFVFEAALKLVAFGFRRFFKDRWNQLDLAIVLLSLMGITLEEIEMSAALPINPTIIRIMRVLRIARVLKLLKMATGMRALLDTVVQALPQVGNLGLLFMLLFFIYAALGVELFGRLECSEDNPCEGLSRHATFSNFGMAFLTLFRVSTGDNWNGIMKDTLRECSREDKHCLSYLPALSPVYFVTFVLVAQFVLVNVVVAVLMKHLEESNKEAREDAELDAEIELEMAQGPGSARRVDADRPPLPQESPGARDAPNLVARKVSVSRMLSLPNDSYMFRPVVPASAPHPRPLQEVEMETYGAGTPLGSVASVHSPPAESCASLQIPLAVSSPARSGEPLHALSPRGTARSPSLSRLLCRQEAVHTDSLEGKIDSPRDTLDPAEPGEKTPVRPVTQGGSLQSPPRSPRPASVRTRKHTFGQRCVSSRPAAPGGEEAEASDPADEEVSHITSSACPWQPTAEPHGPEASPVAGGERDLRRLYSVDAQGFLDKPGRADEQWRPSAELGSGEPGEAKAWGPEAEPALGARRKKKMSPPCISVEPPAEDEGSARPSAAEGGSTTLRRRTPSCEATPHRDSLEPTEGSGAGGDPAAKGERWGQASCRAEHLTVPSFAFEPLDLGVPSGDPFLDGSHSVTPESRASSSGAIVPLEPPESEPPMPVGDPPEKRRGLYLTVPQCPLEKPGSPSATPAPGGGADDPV
* hit, by the source's call. Some of the compounds tested; rates above refer to the full screens.

Cav3 T inh	smiles
0.032	Cc1ccc(C2/C(=C(/O)c3ccc(Cl)cc3)C(=O)C(=O)N2CC2CCCO2)o1 (stereo not given)
0.29	CCOC(=O)c1sc(C)c(C(N)=O)c1NC1=NCCCCC1
0.58	CCOC(=O)N1CCN(C(=O)COc2ccc(Cl)cc2)CC1
-4.9*	CCCOc1cccc(NC(=O)c2c(-c3ccccc3)noc2C)c1
0.074	COc1cc2[nH]c(-c3ccc(C)cc3)cc(=O)c2cc1OC
-0.13	Cc1ccc(Cl)cc1NC(=O)COC(=O)C1CCCCC1
0.68	CC[C@H](C)[C@H](NS(=O)(=O)c1ccc(C)cc1)C(=O)N1CCC(C(=O)N[C@H](C(=O)O)C(C)C)CC1
0.26	COc1ccc(C)cc1NC(=O)c1ccc(S(=O)(=O)N2CCOCC2)cc1
-0.5	COc1cc2c(cc1OC)-c1cc(Nc3ccc4c(c3)OCCO4)nc(=O)n1CC2
0.15	CC(=O)c1cccc(NC(=O)CCNS(=O)(=O)c2cccc3nsnc23)c1
0.037	COc1ccc(Cl)cc1S(=O)(=O)N1CCN=C1C
0.44	COc1ccc(-c2nn(C)c3sc(C(=O)N4CCOCC4)cc23)cc1OC
-0.7	CC1(c2ccc3noc(-c4ccc(F)cc4)c3c2)OCCO1
-1	Cc1nc(Oc2cccc(Cl)c2)c2oc3ccccc3c2n1
-1.1	CCOC(=O)N1CCC(n2c(SCC(=O)NCc3ccccc3)nc3ccccc3c2=O)CC1

No new results follow: four of the compounds above.
Cav3 T inh	smiles
0.29	CCOC(=O)c1sc(C)c(C(N)=O)c1NC1=NCCCCC1
0.58	CCOC(=O)N1CCN(C(=O)COc2ccc(Cl)cc2)CC1
-4.9*	CCCOc1cccc(NC(=O)c2c(-c3ccccc3)noc2C)c1
0.074	COc1cc2[nH]c(-c3ccc(C)cc3)cc(=O)c2cc1OC

(cont.)
Cav3 T inh	smiles
-0.57	COc1ccc(C2/C=C\CN(S(=O)(=O)c3ccc4ccccc4c3)CC(=O)N2Cc2ccc(F)cc2)cc1 (stereo not given)
-0.048	CC(C)COc1ccc(Cc2cnc(N)nc2N)cc1
0.54	COc1cc(CN(C)Cc2ccccc2)cc(OC)c1O
0.1	N#CCCN(Cc1cccnc1)S(=O)(=O)c1ccc(S(=O)(=O)NC2CCCCC2)cc1
-1.3	CCOc1cc(Br)ccc1S(=O)(=O)N1CC(C)OC(C)C1 (stereo not given)
-0.18	O=C(NCc1cccnc1)c1ccc(CS(=O)(=O)c2ccc(Cl)cc2)o1
1.1	CC(=O)N1CCN(C(=O)c2cccc(S(=O)(=O)Nc3ccc(C)cc3)c2)CC1
0.49	COc1ccc(N2CCN(CCNC(=O)CCNS(=O)(=O)c3cccs3)CC2)cc1
0.052	CCN(CC)CCCN1C(=O)C(O)=C(C(C)=O)C1c1cccc(OC)c1 (stereo not given)
-4.2*	CCOC(=O)N=S(=O)(Oc1ccc([N+](=O)[O-])cc1)c1ccc(Cl)cc1 (stereo not given)
-0.084	Cc1ccc(-c2noc(CCC(=O)NCCCN3CCN(c4cccc(Cl)c4)CC3)n2)cc1
0.91	COC(=O)[C@@H]1C[C@@]2(O)[C@H](O)[C@H](O)[C@H](O)C[C@H]2N1Cc1ccccc1OS(=O)(=O)c1ccc(C)cc1
0.21	CCOC(=O)C1CCCN(c2cc(=O)n(Cc3ccc(F)cc3)c(=O)[nH]2)C1 (stereo not given)
1.1	CC(C)(C)c1cc(C(=O)NCc2ccccc2)ccn1
1.1	CC(C)CC(=O)NN(C)c1nc(-c2ccccc2)nnc1C(F)(F)F
-0.52	CCOC(=O)C(=CNc1cc(C)nn1-c1ccc(C)cc1)C(=O)OCC
-0.47	C/C(=N\OC(=O)c1ccc(C)cc1)c1sc(C)nc1C
0.0025	Cc1cc(C(F)F)n2nc(C(=O)Nc3cc(C)on3)nc2n1
0.58	CCc1ccc(-c2nc(CN3CCCC(C(=O)O)C3)c(C)o2)cc1 (stereo not given)
-2	Cc1cc(Nc2ccc(Cl)cc2)n(-c2cccc(Cl)c2)n1
0.29	C=CCn1c(SCc2c(C)noc2C)nc2ccccc2c1=O
-0.67	CCOC(=O)Cc1csc(NC(=O)c2sc3nc4ccc(C)cc4cc3c2N)n1
0.014	CC(C)NC(=O)CC1OC(=O)c2ccccc21 (stereo not given)
0.8	COC(=O)CSc1nc2nc(C)cc(C)n2n1
-0.2	C=CCNc1oc(/C=C/c2ccccc2)nc1C#N
0.28	COc1ccc(CNC(=O)c2ccc(C)o2)cc1
-2.4	c1ccc2c(c1)nnn2-c1ncnc2sc3c(c12)CCCC3
0.51	CC(C)(C)NC(=O)COC(=O)c1cc(S(=O)(=O)N2CCCCC2)ccc1N1CCOCC1
-4.6	Cc1cc(C(C)c2ccccc2)c(O)c(CN2CCOCC2)c1C (stereo not given)
-1.4	O=C(Nc1cccc2ccccc12)N1CCc2ccccc2C1

Grouped by structure, the entries above with an aryl methoxy group
Cav3 T inh	smiles
0.074	COc1cc2[nH]c(-c3ccc(C)cc3)cc(=O)c2cc1OC
0.26	COc1ccc(C)cc1NC(=O)c1ccc(S(=O)(=O)N2CCOCC2)cc1
-0.5	COc1cc2c(cc1OC)-c1cc(Nc3ccc4c(c3)OCCO4)nc(=O)n1CC2
0.037	COc1ccc(Cl)cc1S(=O)(=O)N1CCN=C1C
0.44	COc1ccc(-c2nn(C)c3sc(C(=O)N4CCOCC4)cc23)cc1OC
-0.57	COc1ccc(C2/C=C\CN(S(=O)(=O)c3ccc4ccccc4c3)CC(=O)N2Cc2ccc(F)cc2)cc1 (stereo not given)
0.54	COc1cc(CN(C)Cc2ccccc2)cc(OC)c1O
0.49	COc1ccc(N2CCN(CCNC(=O)CCNS(=O)(=O)c3cccs3)CC2)cc1
0.052	CCN(CC)CCCN1C(=O)C(O)=C(C(C)=O)C1c1cccc(OC)c1 (stereo not given)
0.28	COc1ccc(CNC(=O)c2ccc(C)o2)cc1

(next part)
Cav3 T inh	smiles
-1.9	CN(C(=S)Nc1ccc(F)cc1)C1(c2ccccc2Cl)CCCCC1=O (stereo not given)
-0.044	CN(C)C(CNC(=O)c1cccnc1Sc1ccccc1)c1ccco1 (stereo not given)
2.1	COc1cc2c(C#N)c(N3CCCC3)nc(N)c2c(N)n1
-0.09	Cc1onc(-c2c(F)cccc2Cl)c1C(=O)N1C=CC(C(F)(F)F)=NCC1
-0.11	N#Cc1c(N)c(C#N)c(-c2ccc3c(c2)OCO3)c2c1CCCC2
-0.78	COc1ccc(CC(=O)Nc2ccc3c(c2)CCC3)cc1OC
0.19	Cc1cccc(-c2csc(NC(=O)c3cnccn3)c2C(=O)OC(C)C)c1
-2.8	Cc1ccccc1N=C1NC(=O)CC(c2ccccc2)S1 (stereo not given)
0.0065	Cc1noc(NS(=O)(=O)c2ccc(NC(=O)CSc3nc4ccccc4s3)cc2)c1C
-1.2	O=c1[nH]c2c(s1)C=Nc1ccccc1N2
-2.2	CCC(C)(C)n1nnnc1C(c1cc2ccc(C)cc2[nH]c1=O)N(Cc1cccnc1)Cc1ccco1 (stereo not given)
0.68	CCCC1NC(=O)NC(C)=C1C(=O)OCC (stereo not given)
-1.8	O=C(NCCOc1cccc(Oc2ccccc2)c1)c1cc(-n2cnnc2)ccc1Cl
0.15	COc1cccc(CNC(=O)c2ccc(NC(=O)C3CCCO3)cc2)c1 (stereo not given)
0.82	N#Cc1c(C#N)c(-c2ccccc2)n(-c2ccccc2)c1N

Three entries out of the list, ordered by heavy-atom count, ascending.
Cav3 T inh	smiles
-0.048	CC(C)COc1ccc(Cc2cnc(N)nc2N)cc1
1.1	CC(C)CC(=O)NN(C)c1nc(-c2ccccc2)nnc1C(F)(F)F
0.032	Cc1ccc(C2/C(=C(/O)c3ccc(Cl)cc3)C(=O)C(=O)N2CC2CCCO2)o1 (stereo not given)

Continuation:
Cav3 T inh	smiles
0.5	CCc1nnc(NC(=O)c2ccc(S(=O)(=O)N(CC)CC)cc2)s1
-1.6	Cc1ccc(/C=N/NC(=O)c2cc(C)oc2C)o1
0.33	O=C(COc1cccc2cccnc12)N1CCc2ccccc2C1
-0.77	CC(C)c1cc(-c2cc(-c3ccc(Cl)cc3)on2)nc(NCC2CC2)n1
-0.047	c1ccc(COc2ccc(OCCCn3cncn3)cc2)cc1
-1.5	O=C(O)c1cccc(OCc2ccccc2Cl)c1
-0.17	CCOC(CNC(=O)CCc1c(C)nc2ncnn2c1C)OCC
1.6	Cc1ccccc1-n1c(SCC(=O)c2cc(C)n(C)c2C)nnc1-c1ccncc1
0.0049	O=C(Nc1ncc(Cc2ccccc2)s1)C1CCCO1 (stereo not given)
-0.43	CCN(C1CCCCC1)S(=O)(=O)c1ccc(S(=O)(=O)N2CCN(CCC#N)CC2)cc1
-0.43	O=C(C1=C[C@@H](c2csc3ccccc23)C[C@@H](OCCCCO)O1)N1CCN(Cc2ccc3c(c2)OCO3)CC1
-0.57	Cc1ccc(NC(=O)c2nc[nH]c2C(=O)N[C@@H](CCCCNC(=O)OC(C)(C)C)C(=O)OC(C)(C)C)cc1
0.11	COCCNC(=S)c1ccc(OC)cc1
0.31	COc1cc(/C=C(\C#N)C(=O)Nc2ccc(SC(F)F)cc2)cc(OC)c1OC
-0.39	Cc1cccc2sc(NC(=O)CSc3nc4ccccc4o3)nc12
-2.5	O=C(c1csc2c1CCCC2)N1CCN(c2ccc(F)cc2)CC1
-0.47	CCOc1ccc(-c2nnc(-c3ccc(OC)cc3)o2)cc1
-1.3	COc1ccc(C(c2sc3nc(C)nn3c2O)N2CCC3(CC2)OCCO3)cc1 (stereo not given)
-11*	CCCN(CCC)c1nc(NC2CCN(C(=O)OCC)CC2)nc(OC)n1
-4.3*	Cc1cc(C)cc(OCC(=O)N2N=C(C(F)(F)F)CC2(O)C(C)(C)C)c1 (stereo not given)
-0.23	CC1CCCC(C)N1C(=O)COC(=O)c1ccc[nH]c1=O (stereo not given)
-0.04	CC(=O)c1cccc(S(=O)(=O)NCC(c2ccco2)N2CCCCC2)c1 (stereo not given)
-0.62	COc1ccccc1NC1=NC(C)(C)N=C(N)N1
-3.2	Cc1cccc(C(=O)N2CCC(=O)N(C(COCc3ccc(Cl)cc3)Cc3ccccc3)CC2)c1 (stereo not given)
0.63	CCCCn1c(SCC(=O)Nc2nc(C)cs2)nnc1-c1cccnc1
-3.2	O=C(Nc1nnc(-c2ccccc2)o1)c1ccc(Cl)cc1
-0.36	Cc1oc(C)c(C(=O)Nc2ccc(CC(=O)O)cc2)c1C(=O)Nc1ccc(CC(=O)O)cc1
1.6	CC(Sc1nnc(-c2cc3ccccc3o2)n1-c1ccccc1)C(=O)O (stereo not given)
0.55	CC(C)(C)C(=O)NC(=C(Cl)Cl)P(=O)(O)O
1.1	Cc1ccc(-c2nnc(-c3ccc(NC(=O)c4ccco4)cc3)o2)cc1
0.77	COc1cc2c(cc1OC)[C@@H]1Cc3cc4c(cc3[C@H](C2)N1C)OCO4
0.64	Clc1ccc(-n2ncc3c(NCCN4CCOCC4)ncnc32)cc1
0.84	COC(=O)N1CC(=O)N(OC)C1c1ccc(Cl)cc1Cl (stereo not given)
-0.3	CCC(C)OC(=O)C1=C(C)NC(=O)NC1c1ccc(F)cc1 (stereo not given)
-1.3	Cc1ccc(NC(=O)CN(Cc2ccccc2)S(C)(=O)=O)cc1C
0.3	CC(NC(=O)CN(C1CCCCC1)S(C)(=O)=O)c1ccccc1 (stereo not given)
1	CC1(c2nnc(-c3cccc(Cl)c3)o2)CC(c2cccnc2)=NO1 (stereo not given)
0.43	O=C1CC(NCc2ccco2)C(=O)N1CCc1ccccc1 (stereo not given)
-0.89	CCOC(=O)c1cnn(-c2nc(-c3ccc(C)cc3)cs2)c1C(F)(F)F
1.6	Cc1ccc(C(=O)NC2CCSC2=O)cc1 (stereo not given)
1.7	COc1cc(C2CC(=O)N(CC(=O)NCc3ccco3)c3ccccc3S2)cc(OC)c1OC (stereo not given)
-4.9	O=C(Nc1nccs1)c1cc2c(s1)CCCCC2
-3.3	CC1CCc2nc(NC(=O)CN3CCN(Cc4ccc5c(c4)OCO5)CC3)sc2C1 (stereo not given)
-2.7	CCCCN(CC)C(=O)c1ccc(Cl)c(Cl)c1
1.1	Cc1ccc(-c2c3c(=O)n(C)c(=O)n(C)c3cn2-n2cnnc2)cc1
-0.36	O=S1(=O)CCN2C=Nc3sc4c(c3C2=N1)CCCC4
-0.054	CCN1CCN(CC(O)COc2ccc(C)c(C)c2)CC1 (stereo not given)
0.55	CCOC(=O)C1CCN(C(C(=O)NC2CCCC2)c2ccc(C)cc2)CC1 (stereo not given)
0.14	COC(=O)c1ccccc1NC(=O)c1ccc(-c2cccc(Cl)c2)o1
0.13	CCc1cc2c(Sc3nc4ccccc4s3)ncnc2s1
0.18	COc1ccc(OC)c(CCNC(=O)Cn2sc3nc(C)cc(C)c3c2=O)c1
-2.2	CCN(Cc1ccccc1)C(c1cccc(C#N)c1)c1nnnn1C(C)(C)C (stereo not given)
-0.2	COC(=O)C1=C(C(=O)OC)[C@@H]2N(C)c3ccccc3[C@@]23C[C@@H](C(=O)OC)N(C(=O)c2cc(C)oc2C)C3=N1
-1	CCOC(=O)N1CCN(C(=O)c2ccc(N3C(=O)CCC3=O)cc2)CC1
0.41	COc1ccc(-c2csc(N3CCOCC3)n2)cc1OC
-0.58	CCOc1ccc2nc(NC(=O)CSc3nc4c(c(=O)n(C)c(=O)n4C)n3CC)sc2c1
-0.88	Cc1ccc(OCCn2ccc(=O)[nH]c2=O)cc1C
0.61	CCN(CC)CCN1C(=O)C(O)=C(C(=O)c2cc3ccccc3o2)C1c1cccnc1 (stereo not given)
-0.23	Cc1nnc(N(Cc2ccco2)C(=O)c2ccc(C#N)cc2)s1
0.59	Cc1ccc(C(=O)Nc2nc(COc3ccccc3)cs2)s1

The results go on.
Cav3 T inh	smiles
0.53	COC(=O)CSc1nc2cc(OC)ccc2cc1C#N
0.12	N#Cc1ccc(-c2csc(NNC(=O)c3ccc(Br)cc3)n2)cc1
1	COC(=O)C(CCSC)NC(=O)C12CC3CC(CC(C3)C1)C2 (stereo not given)
0.3	O=C(CN1C(=O)NC2(CCCc3ccccc32)C1=O)NCc1ccco1 (stereo not given)
0.14	CCCC(=O)Nc1ccc(Cl)c(NC(=O)c2cccnc2Cl)c1
0.62	CCc1ccc(C(C)NC(=O)Cn2cnc3c(=O)n(C)c(=O)n(C)c32)cc1 (stereo not given)
0.45	Cc1cccc(CN(C)CCc2ccccn2)c1
-1.2	CS(=O)(=O)N1CCC(C(=O)Nc2ccccc2F)CC1

Source: PubChem
